D2 PAM: positive allosteric modulators of human D2 dopamine receptor. HEK293 T-REx D2, calcium flux, EC20 dopamine potentiation. P14416. AID 485347. 0.34% of 340,000 active. potentiation, % at 10 µM;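 active = potentiation over 3 SD above the plate norm, cut at about 30% in these data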; note: 0% is about no effect
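Using a no-wash calcium dye in inducible, force-coupled HEK293 Trex cells expressing D2, we tracked fluorescence each second for 180 s after compound, then for 180 s after EC20 dopamine to detect augmented signalling.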
Vif-A3G inh: Vif-A3G binding inhibition. Q9HC16. HeLa A3G-eYFP + Vif (tagged APOBEC3G with the HIV-1 protein that degrades it), YFP fluorescence, overnight. Potency, µM (doses to about 46.1 µM), inactives show at the top dose activity, negative = active, actives largely listed as inhibitors. 0.076% of 410,000 active. AID 602310;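 note: potency is the fitted concentration of half-maximal effect; % is set by controls: 0 for no effect and ±100 for the full control effect; nearly all actives have a fitted effect of over 60% in size; hits raise eYFP signal because A3G escapes Vif-driven loss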
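HeLa cells stably expressing Vif and C-terminally eYFP-tagged A3G, seeded overnight at 37 deg C, then exposed to compound by pintool overnight at 37 deg C. Rise in yellow fluorescence (Ex 488/Em 500-530, Acumen) marks blocked Vif-driven A3G degradation.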
RXFP1 antag: blocks the human relaxin receptor RXFP1 | Q9HBX9 | HEK293-RXFP1, relaxin-stimulated cAMP HTRF, 30 min; stronger effect = lower value | activity change, negative = inhibition, % at 57.5 µM | 0.59% of 350,000 active;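 active = activity change of -60% or lower, but not beyond a set lower limit; inconclusive = change between -60% and -40%, or beyond the set limit; inactive = change above -40%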; note: % is set by controls: 0 for no effect and ±100 for the full control effect
Target sequence (Q9HBX9 whole entry, looked up): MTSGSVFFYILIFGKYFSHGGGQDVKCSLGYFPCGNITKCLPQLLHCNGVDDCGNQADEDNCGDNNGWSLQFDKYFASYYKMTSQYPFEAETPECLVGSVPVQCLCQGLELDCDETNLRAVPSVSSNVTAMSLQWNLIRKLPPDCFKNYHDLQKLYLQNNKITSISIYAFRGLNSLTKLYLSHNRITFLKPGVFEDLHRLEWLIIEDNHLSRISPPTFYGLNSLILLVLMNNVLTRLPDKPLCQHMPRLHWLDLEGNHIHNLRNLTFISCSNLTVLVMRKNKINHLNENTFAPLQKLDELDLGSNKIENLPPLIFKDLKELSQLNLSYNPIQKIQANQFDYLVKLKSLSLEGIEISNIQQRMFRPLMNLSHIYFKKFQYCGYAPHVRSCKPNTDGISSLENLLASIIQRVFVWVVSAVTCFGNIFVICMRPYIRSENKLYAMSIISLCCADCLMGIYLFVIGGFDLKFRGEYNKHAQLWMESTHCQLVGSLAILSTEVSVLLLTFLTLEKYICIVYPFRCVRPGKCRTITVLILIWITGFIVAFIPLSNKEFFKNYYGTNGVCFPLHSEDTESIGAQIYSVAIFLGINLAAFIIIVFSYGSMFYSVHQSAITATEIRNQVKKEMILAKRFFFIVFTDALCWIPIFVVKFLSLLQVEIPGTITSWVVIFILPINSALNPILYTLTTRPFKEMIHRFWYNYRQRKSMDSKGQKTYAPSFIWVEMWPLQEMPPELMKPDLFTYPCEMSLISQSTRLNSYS
RXFP1 ag: activates the human relaxin receptor RXFP1; Q9HBX9; 0.3% of 370,000 active; Potency, µM (series often up to 57.5 µM), for the others: top-dose activation, most hits filed as activators; HEK293T-RXFP1 cAMP TR-FRET, 30 min; response scale: percent of porcine relaxin response, buffer zero; note: potency is the fitted concentration of half-maximal effect; % is set by controls: 0 for no effect and ±100 for the full control effect; nearly all actives have a fitted effect of over 60% in size; many of its hits are not listed in these tables
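cAMP rise read by TR-FRET after 30 min, 37C compound exposure (up to 58 uM) in RXFP1-transfected HEK293 cells with Ro 20174 present. EC50 from Hill-equation fits, with 29 nM porcine relaxin as 100% and buffer as basal.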
D1 PAM: enhances dopamine response at the human D1 receptor | HEK293 TREx D1 cells, calcium flux, dopamine EC20 potentiation | potentiation, % at 10 µM | 0.036% of 360,000 active | AID 504651; in the data active = potentiation above about 30%; note: 0% is about no effect
D1 ag: human D1 receptor agonism; 1% of 360,000 active; P21728; HEK293 T-REx D1 cells, calcium flux, agonist mode; activation, % at 2 µM; AID 504660; in the data active = activation above about 30%; note: 0% is about no effect
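Tetracycline-induced HEK293 TREx D1 cells, force-coupled to calcium signalling, were dye-loaded with a no-wash calcium kit. Compound was pin-added after a 10 s baseline. Fluorescence was read kinetically at 1 cycle/s for 180 s, with calcium rises flagged as agonism.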
D1 antagonist: antagonists of human D1 dopamine receptor; P21728; HEK293 TREx D1 cells, calcium flux, dopamine EC80; stronger effect = lower value; activity change, negative = inhibition, % at 10 µM; 3.2% of 360,000 active; AID 504652; in the data active = activity change below about -30%; note: % is set by controls: 0 for no effect and ±100 for the full control effect
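Calcium flux readout: force-coupled, inducible Hek293 Trex D1 line, cells induced overnight at 30 C with tetracycline, dye-loaded 30–90 min at RT. Antagonism scored against EC80 dopamine challenge given 180 s after compound.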
Vif-APOBEC3F blk: Vif-A3F binding inhibition; HeLa A3F-eYFP + Vif (tagged APOBEC3F with the HIV-1 protein that degrades it), YFP fluorescence increase; Potency, µM (doses to about 46.1 µM), for inactives: top-dose activity, negative = active; 0.2% of 390,000 active; note: potency is the fitted concentration of half-maximal effect; % of control where 0% means no effect; nearly all actives have a fitted effect of over 65% in size
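HeLa cells stably expressing Vif plus C-terminally eYFP-tagged A3F were seeded, incubated overnight at 37 deg C, dosed with compound, incubated overnight again at 37 deg C. Yellow fluorescence (Ex 488/Em 500-530) reported blocked Vif-mediated A3F-eYFP degradation.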
Glioma ERSR ind: inducers of ER stress response in human glioma cells. U87-MG GRP78 promoter luciferase reporter, 16 h. Potency, µM, for inactives: at the top dose activation, most hits filed as activators. 0.02% of 420,000 active. AID 602332; note: potency is the fitted concentration of half-maximal effect; series mostly up to about 76 µM; % of control where 0% means no effect; nearly all actives have a fitted effect of over 35% in size
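Stably transfected U87-MG glioma cells carrying a GRP78-based luciferase sensor; 16 h compound incubation. Luminescence end-point read 10 min after Bright-Glo addition at room temperature.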
* hit, by the source's call; u = inconclusive; x = not tested or not shown. Unless noted, calls come from the whole dose curve; as a rule, active = well fitted curve in the direction sought with a large enough effect; inconclusive = small, poorly fitted or top-dose-only effect, or another doubt; inactive = no such curve, though single readings can be large; an effect the other way counts as inactive or inconclusive.

SMILES	D2 PAM	Vif-A3G inh	RXFP1 antag	RXFP1 ag	D1 PAM	D1 ag	D1 antagonist	Vif-APOBEC3F blk	Glioma ERSR ind
CSc1ccccc1OCc1cc(C(=O)NCC(C)(C)N2CCOCC2)no1	-8	0%	7	-1.1%	-2	3	-2	1%	-2%
CN(C)c1ccc(CNC(=O)C2CCCN(S(=O)(=O)c3ccc4c(c3)oc(=O)n4C)C2)cc1 (stereo not given)	8	-2%	x	3.6%	-1	2	2	-2%	-3%
Cn1cccc1C1CCCN1CC(=O)Nc1c(Cl)cc(Cl)cc1Cl (stereo not given)	x	7%	-16	x	x	x	x	2%	3%
Nc1ncnc2c1ncn2CCN1CCCCC1	-2	2%	-8	-0.1%	-7	4	7	-8%	-3%
c1ccc(C2Oc3ccccc3C3CC(c4cccs4)=NN32)cc1 (stereo not given)	0	-4%	-5	0.0%	-5	7	4	u	7%
CCOc1ccc(-n2ccnc(SCC(=O)Nc3ccc(CC)cc3)c2=O)cc1	-3	0%	-17	0.6%	-5	0	-4	1%	-2%
CSc1ncnc2[nH]ncc12	x	1%	0	x	x	x	x	4%	-1%
Cc1noc(/C=C/N(C)C)c1S(=O)(=O)N1CCN(c2ccc(F)cc2)CC1	3	2%	7	1.8%	0	7	2	8%	-9%
Cc1ccc(-n2c(SCC(=O)Nc3ccc4c5c(cccc35)CC4)nc(O)cc2=O)cc1	8	1%	-15	2.4%	1	1	2	0%	-1%
CC(C)(C)c1ccc(OCc2ccc(C(=O)N3CCOCC3)o2)cc1	7	-6%	u	-2.0%	-2	15	-2	-1%	-1%
Cc1ccc(NS(=O)(=O)c2c(C)ccc3nsnc23)c([N+](=O)[O-])c1	-4	2%	7	-0.7%	-7	2	-9	1%	-3%
CSCC[C@H]1COC[C@@H](Cc2ccccc2)N1c1ccccc1	x	-4%	-4	x	x	x	x	1%	-1%
O=S(=O)(O)c1cccc2cccnc12	x	0%	x	x	0	-1	-7	x	-3%
COc1ccc(C2=NN(C(=O)CSc3nccn3C)C(c3ccco3)C2)cc1 (stereo not given)	x	2%	-8	x	x	x	x	-5%	-4%
CN(C(=O)CSc1nnc(-c2ccccc2F)o1)C1CCCCC1	-8	-2%	-4	2.0%	0	7	-1	-3%	0%
O=C(c1ccc(Cl)c(S(=O)(=O)N2CCCCCC2)c1)N1CCOCC1	-12	1%	-10	0.3%	-4	0	-4	17%	2%
Cc1cc(C)nc(NC(=O)c2csnn2)c1	9	-2%	3	-1.5%	-1	2	-7	-6%	1%
COc1ccc(-c2csc(-c3cccs3)n2)c(OC)c1	-1	0%	4	0.7%	-4	2	8	-9%	1%
CCOC(=O)c1cc(C(=O)NN)c(C)nc1C	x	3%	-2	-0.6%	-5	3	-87*	3%	-5%
CCN(C(=O)Cn1cnc2c(nc3n2CCCCC3)c1=O)c1cccc(Cl)c1	-10	-1%	-1	6.0%	0	1	-1	3%	2%
COc1ccc(/C=N/NC(=O)CNC(=O)c2ccncc2)cc1	-5	0%	7	-1.9%	7	1	12	10%	-3%
O=C(Nc1ccccc1C(F)(F)F)C1CCN(S(=O)(=O)c2ccccc2)CC1	8	4%	-4	-2.0%	-3	4	-15	5%	-2%
CCc1nc2nc(C)c(NS(=O)(=O)c3ccc(C)c(C)c3)c(=O)n2[nH]1	2	-2%	-3	0.3%	7	-2	16	0%	-5%
Cc1cc(C)n(C(C)CC(=O)NCc2ccccc2C)n1 (stereo not given)	24	6%	-16	0.5%	-4	2	2	3%	-4%

Not a retest: entries from further up.
SMILES	D2 PAM	Vif-A3G inh	RXFP1 antag	RXFP1 ag	D1 PAM	D1 ag	D1 antagonist	Vif-APOBEC3F blk	Glioma ERSR ind
CSc1ccccc1OCc1cc(C(=O)NCC(C)(C)N2CCOCC2)no1	-8	0%	7	-1.1%	-2	3	-2	1%	-2%
CN(C)c1ccc(CNC(=O)C2CCCN(S(=O)(=O)c3ccc4c(c3)oc(=O)n4C)C2)cc1 (stereo not given)	8	-2%	x	3.6%	-1	2	2	-2%	-3%
Cn1cccc1C1CCCN1CC(=O)Nc1c(Cl)cc(Cl)cc1Cl (stereo not given)	x	7%	-16	x	x	x	x	2%	3%
Nc1ncnc2c1ncn2CCN1CCCCC1	-2	2%	-8	-0.1%	-7	4	7	-8%	-3%

Continuation:
SMILES	D2 PAM	Vif-A3G inh	RXFP1 antag	RXFP1 ag	D1 PAM	D1 ag	D1 antagonist	Vif-APOBEC3F blk	Glioma ERSR ind
CC(C)N(C(=O)CSc1nc2ccccc2n1Cc1ccc(F)cc1)C(C)C	-1	-2%	-21	-0.7%	-10	11	-4	x	-3%
O=C(CSc1ccc(Cl)cc1)N1CCN(c2ccc([N+](=O)[O-])cc2Cl)CC1	-2	1%	2	0.4%	-2	2	-14	x	-2%
N=c1c(-c2nc3ccccc3[nH]2)cc(C(=O)c2ccco2)nn1-c1ccccc1	-3	-7%	-5	0.6%	-1	8	-3	u	7%
Cc1ccc(NC2CCCN(C(=O)CCC3=NNC(=O)CC3)C2)cc1C (stereo not given)	20	0%	0	-0.6%	-7	0	6	-14%	-3%
CCn1ncc(NC(=O)Nc2cccc(C(F)(F)F)c2)c1C(N)=O	-8	2%	15	0.2%	-7	0	2	-7%	1%
NC(=O)c1c(NC(=O)CS(=O)(=O)c2ccc(Cl)cc2)sc2c1CCCC2	-1	2%	-18	0.7%	-2	0	x	7%	-2%
CC(=O)N1CCN=C1SCc1ccccc1Cl	8	-1%	x	0.0%	x	4	-8	-4%	1%
Nc1c(Cl)cc(C2=NCCn3c2c2ccc([N+](=O)[O-])cc2[n+]3[O-])cc1Cl	-5	u	x	-0.1%	-10	1	-33*	-14%	-4%
CC(=O)Nc1ccc(S(=O)(=O)NC2CCSc3ccccc32)cc1 (stereo not given)	2	-4%	-16	-0.4%	0	7	-13	10%	1%
O=C(N/N=C/c1ccc([N+](=O)[O-])cc1)c1cccc(N2CCCC2=O)c1	2	-1%	-4	6.9%	-3	2	-4	-1%	-3%
Cc1ccc(C)c(NS(=O)(=O)c2ccc(-c3cnc(C4CC4)o3)cc2)c1	2	-9%	11	-3.0%	-10	5	4	17%	-2%
CC12CCC(=O)N1C(C(=O)Nc1ccc(Br)cc1Cl)CS2 (stereo not given)	3	1%	0	1.5%	3	2	9	3%	0%
CC(NC(=O)Cn1nc(C(=O)O)c2ccccc2c1=O)C12CC3CC(CC(C3)C1)C2 (stereo not given)	-7	-3%	8	3.4%	1	-1	26	-24%	-3%
Cc1ccc(-c2csc3nc(SCC(=O)N(C)C)n(Cc4ccccc4)c(=O)c23)cc1	30	-3%	-22	0.1%	-14	0	-1	-1%	-6%
CC1(C)Cn2c(nc(=O)c3c2NCN(CCc2ccccc2)C3)S1	14	x	x	0.9%	-4	5	2	x	x
CC(=O)c1ccc(NC(=O)CCCCCn2nnc3ccccc3c2=O)cc1	-4	6%	2	0.6%	-11	16	-13	-1%	-8%
CCN1C(=O)C2(C(C#N)=C(N)Oc3n[nH]c(COC)c32)c2ccccc21 (stereo not given)	-10	1%	26	1.0%	-1	1	13	3%	-3%
C[C@H](CO)N1C[C@H](C)[C@@H](CN(C)C)OCc2cnnn2CCCC1=O	x	0%	-2	x	x	x	x	0%	-1%
OCC1(Cc2ccc(Cl)cc2)CCN(Cc2ccc(F)c(F)c2)CC1	-13	-1%	-13	1.3%	-7	3	-1	-20%	-5%
O=C(N1CCOCC1)C12CC3CC(C1)CC(c1ccccc1)(C3)C2	-2	0%	-5	1.4%	1	0	5	-2%	1%
Cc1sc2ncnc(N3CCC(C(=O)Nc4cc(S(C)(=O)=O)ccc4Cl)CC3)c2c1C	-20	-4%	-11	5.8%	-1	6	-19	4%	-1%
Cc1ccc(C)c(-n2nnnc2SCC(=O)Nc2c(C)n(C)n(-c3ccccc3)c2=O)c1	-8	1%	-10	-0.7%	-5	0	15	3%	-2%
COc1ccccc1C(=O)C1CCCN(C(=O)C2CCCC2)C1 (stereo not given)	-2	0%	3	0.4%	-3	6	-9	3%	-2%
CCOC(=O)C1=C(C)NC(=O)NC1	1	0%	-2	2.6%	-5	3	23	-11%	-1%
Cc1ccc2c(c1)c1c(c(=O)n(-c3cccc(Cl)c3)c(=O)n1CC(=O)NCC1CCCO1)n2C (stereo not given)	8	0%	x	5.4%	2	-1	1	-8%	0%

Compound profiles (already shown). Screens in order: D2 PAM	Vif-A3G inh	RXFP1 antag	RXFP1 ag	D1 PAM	D1 ag	D1 antagonist	Vif-APOBEC3F blk	Glioma ERSR ind
CC12CCC(=O)N1C(C(=O)Nc1ccc(Br)cc1Cl)CS2 (stereo not given) reads 3	1%	0	1.5%	3	2	9	3%	0%
CC(C)(C)c1ccc(OCc2ccc(C(=O)N3CCOCC3)o2)cc1 reads 7	-6%	u	-2.0%	-2	15	-2	-1%	-1%

The list is partial; count on the stated rates, not on these rows.
